From PubChem BioAssay
P. falciparum M17LAP: P. falciparum M17LAP inhibitors, primary screen, biochemical, fluorogenic H-Leu-NHMec substrate, 1536-well (AID 1619); recombinant M17LAP, H-Leu-NHMec fluorogenic kinetic assay; higher % means a stronger effect; one-dose inhibition, % at 30 µM; IC50 in µM for titrated hits; actives 0.38% (n = 220,000);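 active = compound inhibiting the enzyme by more than half at any dose during confirmatory dose-response retesting; inconclusive = strong single-dose inhibitors picked by rank but not retested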;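 also: plate controls were full reaction with DMSO carrier for no effect and no enzyme background for full effect; strong numbers were not always called active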
P. falciparum M1AAP: P. falciparum M1AAP inhibitors, biochemical, fluorogenic H-Leu-NHMec substrate, 1536-well (AID 1445). recombinant M1AAP, H-Leu-NHMec fluorogenic kinetic assay; higher % means a stronger effect. one-dose inhibition, % at 30 µM; IC50 in µM for titrated hits. actives 0.42% (n = 220,000);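 active = primary inhibition above the hit cutoff, then over 50% inhibition at one or more dose response concentrations, cut at about 23% in these data, passing the limit was not always enough; inconclusive = conflicting primary data, or primary hits not chosen for dose response; inactive = low primary inhibition, or under 50% at every dose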;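 also: plate controls were DMSO full reaction for no effect and no enzyme background for full effect; strong numbers were not always called active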
T cell modulator: T cell immune modulators affecting CD8 T cell-vesicle binding; calls only at 7 µM; 2C CD8+ T cell-vesicle binding, flow cytometry; active compounds read low; actives 0.068% (n = 330,000);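 active = response, share of CD8 T cells binding vesicles, and their 90th percentile fluorescence all below set limits, cut at about 80% in these data, passing the limit was not always enough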
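Incubation: binding step 1.5 h, 37 °C, antibody labelling 20 min, ice; system: murine 2C transgenic CD8+ T lymphocytes; technique: cytometric PE anti-B7-1 and Alexa647 anti-CD8 signals after 1% paraformaldehyde fixation; also added: QL9-charged Drosophila Ld/ICAM-1/B7-1 vesicles; control set: naked versus QL9-loaded vesicles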
MT stabilize HCS: stabilizes microtubules in HeLa cells | HeLa tubulin immunostaining HCS, 24 h; share of cells brighter than vehicle mean+2SD | % tubulin-high responders, % at 10 µM | actives 0.83% (n = 200,000);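 active = plate Z-score above 3 for both tubulin-high and condensed-nucleus cell shares, with cell loss under 80%, at 10 µM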;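 also: anti alpha tubulin signal scored within the nucleus-defined area of each cell; some results filed as inactive read as strong as hits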
Autophagy HCS: alters autophagy in cells. MEF GFP-LC3 puncta imaging; test concentration mostly 10 µM. calls only at 10 µM (by protocol). actives 0.98% (n = 190,000). AID 463193;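 active = percentage of spot-positive cells more than 3 SD above its plate mean, without a fluorescence outlier flag or 80% toxicity; inconclusive = no clear call, values can overlap the other calls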;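 also: spot-positive cell cutoff set from DMSO-treated cells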
bCat nuc transl: modulators of beta-catenin nuclear translocation. actives 0.3% (n = 190,000). nuclear translocation activity, % at 5 µM. AID 1665. HeLa beta-catenin nuclear translocation, immunofluorescence imaging;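 active = nuclear translocation activity above 50% at 5 µM, with a well cell count of 50 or more; inconclusive = wells under 50 cells across six images, flagged as toxic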;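 also: per-cell ratio of nuclear to cytoplasmic median beta-catenin stain intensity; plate controls were DMSO negative control for no effect and GSK-3 inhibitor IX positive control for full effect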
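test system = HeLa cells, endogenous beta-catenin | dosing = single 5 µM dose plus 0.02–20 µM confirmation series | times = compound treatment 24 h, 37°C, 5% CO2 | technique = beta-catenin immunofluorescence imaging with DAPI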
Dynein cargo inh: blocks dynein driven cargo transport along microtubules; 3617.4 mouse cells, GR-EGFP nuclear translocation imaging; test concentration mostly 20 µM; stimulated with dexamethasone, 1 µM; active compounds read low; z-score, hits read low; actives 0.47% (n = 220,000); AID 1381;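 active = plate z-score of nuclear minus cytoplasmic receptor signal below a set negative limit, without overly bright fluorescence or cell loss, cut at about -3.5 in these data, passing the limit was not always enough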;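 also: z-score of nuclear minus cytoplasmic ring GR-EGFP intensity difference per well; some compounds called inactive have numbers as strong as hits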
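Buffer or medium: Induction medium lacking tetracycline, stripped serum | Also added: Dexamethasone agonist, 1.0 µM final, for 30 min | Timing: 48 h induction, 1 h compound, 30 min dex at 37 °C | Detection: Formaldehyde fixation, Hoechst nuclear stain, 10x automated fluorescence imaging | Measure: Nuclear versus cytoplasmic GR-EGFP signal, averaged per well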
WT yeast gro inh: growth inhibition of WT yeast, mitochondrial fusion screen. AID 1362. mitochondrial fusion phenotypic screen, WT strain. actives 2.1% (n = 190,000). inhibition, % at 10 µM; in the data active = inhibition above about 58%; tested in S. cerevisiae
Yfh1-depleted yeast: mitochondrial function rescue without frataxin homolog – Friedreich's ataxia, plus single-dose screen, dose response (AID 1465); S. cerevisiae Yfh1-off respiration, WST-1 reduction, 72 h; higher fold induction means a stronger effect; fold induction at 50 µM; hits with a dose series show EC50 in µM; actives 0.074% (n = 220,000);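 active = fold induction of absorbance versus untreated yeast above a set limit, then at least 30% activation at any dose in follow-up; inconclusive = repeats straddling the limit, or above it without dose testing; inactive = fold induction below the set limit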;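 also: activators that raise dye reduction in frataxin-depleted yeast; strong numbers were not always called active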
WT yeast gro inh mutant strain: recorded beside WT yeast gro inh, whose call it bears; inhibition, %; mitochondrial fusion phenotypic screen, mutant strain inhibition
Dynein cargo inh cytoplasmic EGFP: second read-out of Dynein cargo inh, no call of its own (marks repeat the call); z-score; measured here: cytoplasmic GR-EGFP intensity; active compounds read high
Dynein cargo inh nuclear GR-EGFP: second read-out of Dynein cargo inh, no call of its own (marks repeat the call); z-score; measured here: nuclear GR-EGFP intensity;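 lower value marks the stronger effect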
Dynein cargo inh cell count: second read-out of Dynein cargo inh, no call of its own (marks repeat the call); z-score; measured here: cell count per field
bCat nuc transl cell count 5 µM: recorded beside bCat nuc transl, whose call it bears; cell count; measured here: cell count, cytotoxicity flag
T cell modulator vesicle-bound %: second read-out of T cell modulator, no call of its own (marks repeat the call); double positive events, %; measured here: CD8+ vesicle-bound cell fraction;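 binding gate set so that unloaded-vesicle control wells show 10% double positive cells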
MT stabilize HCS Hoechst-high %: further read-out of MT stabilize HCS, marked with its call; % Hoechst-high responders; measured here: nuclear condensation Hoechst responders;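 share of cells brighter than vehicle mean plus two SD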
MT stabilize HCS cytotoxicity %: second read-out of MT stabilize HCS, no call of its own (marks repeat the call); toxicity, %; measured here: cytotoxicity by cell density;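 0% = mean cell density of plate MIN control wells and 100% = no cells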
Autophagy HCS cell loss 18 h: second read-out of Autophagy HCS, no call of its own (marks repeat the call); toxicity, %; measured here: cell loss, nuclei count;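 cell loss after 18 h compound exposure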
* marks the source's active call; other numbers are inactive results; i = inactive; ? = inconclusive; . = no result given.

molecule	P. falciparum M17LAP	P. falciparum M1AAP	T cell modulator	T cell modulator vesicle-bound %	MT stabilize HCS	MT stabilize HCS Hoechst-high %	MT stabilize HCS cytotoxicity %	Autophagy HCS	Autophagy HCS cell loss 18 h	bCat nuc transl	bCat nuc transl cell count 5 µM	Dynein cargo inh	Dynein cargo inh cytoplasmic EGFP	Dynein cargo inh nuclear GR-EGFP	Dynein cargo inh cell count	WT yeast gro inh	WT yeast gro inh mutant strain	Yfh1-depleted yeast
Cc1cc(C)cc(N2C(=O)N(c3ccccc3C)C3CS(=O)(=O)CC32)c1 (stereo unspecified)	12%	6%	i	35	2.7	2.6	3.7	i	6	-1.5	1101	-0.0022	-0.23	0.21	0.28	-13	0	i
CCCCOc1ccc(C(=O)Nc2ccc(C)cc2[N+](=O)[O-])cc1	15%	2%	i	2	2.6	2.4	1.0	i	5	0.0	992	-0.062	-0.25	-0.31	-0.36	1	-20	?
CCCCCCCCOC(=O)c1ccc(N)cc1	2%	4%	i	12	3.6	2.5	4.5	i	-7	-1.3	1183	0.98	-0.23	0.45	0.11	16	-30	i
CCc1nc(N2CCCC2)c(C#N)c2c1CCCC2	-37%	-5%	i	36	1.2	1.4	0.9	i	0	0.1	1029	-0.42	-0.27	-0.27	-0.42	17	11	i
Cc1ccc(-c2nc3c(c(=O)c4ccccc4n3C)c(=O)n2-c2ccccc2)cc1	5%	7%	i	44	2.7	3.9	8.0	i	13	-0.1	539	0.29	-0.22	0.2	0.24	7	13	i
NCCN1CCN(CCN)CC1	-3%	1%	.	.	2.5	1.9	7.4	i	-3	-0.4	1126	0.64	0.1	0.59	-0.11	-4	-2	i
Cc1ccn(C(CC(=O)c2ccc(Br)cc2)C(=O)O)n1 (stereo unspecified)	0%	-1%	i	18	2.3	1.3	2.5	i	29	1.4	1209	2.3	0.17	2.2	-2.3	-4	-31	i
CCOC(=O)C(C)Oc1cccc2c(=O)n(CC(=O)N3CCc4ccccc43)ccc12 (stereo unspecified)	4%	4%	i	52	4.7	2.7	5.3	i	-2	1.3	1033	-0.84	-0.22	-0.48	0.22	-7	-5	i
CCC(=O)n1nc(NCc2ccc(OC)c(OC)c2)nc1NCc1ccc(OC)c(OC)c1	0%	3%	i	58	5.4	2.5	7.9	i	-2	.	.	1.9	-0.25	0.76	-0.84	-5	6	i
Cc1nc2oc(C(=O)c3ccccc3)c(N)c2c2c1COC(C)(C)C2	2%	3%	i	23	2.3	1.9	5.1	i	-3	-1.5	1267	-0.21	-0.25	0.12	0.23	7	7	.
CCCC(CCC(=O)Nc1ccn(-c2ccccc2)n1)C(=O)O (stereo unspecified)	6%	2%	i	54	.	.	.	.	.	-2.9	1041	1.4	-0.26	0.54	-1.1	.	.	i
Cc1ccc(O)c(NC(=S)NC(=O)COc2ccc(Br)cc2)c1	-3%	-2%	i	33	4.3	1.8	3.0	i	19	0.7	1464	1.3	-0.32	0.88	-0.34	28	16	i
Cn1c(=O)c2c([nH]c(=O)n2C)n(C)c1=O	3%	14%	i	33	3.1	1.3	2.6	i	1	-5.1	534	0.15	-0.26	0.09	1.3	-6	-2	i
CC(=O)Nc1cccc(OC(=O)COc2ccc(Br)cc2)c1	19%	8%	i	61	2.0	2.2	8.2	i	-41	-4.0	563	-0.27	-0.32	-0.42	0.73	-3	-6	i
COC(=O)N/N=C(\C)c1ccc2ccccc2c1OC(F)F	18%	0%	i	62	4.1	2.6	9.6	i	-3	-0.8	789	-0.16	-0.13	0.59	-0.72	-5	3	i
Cc1ccc(C(=O)NCC(=O)OCC(=O)c2ccc(C)c([N+](=O)[O-])c2)cc1	0%	8%	i	42	3.0	2.7	9.1	i	-2	-1.5	1134	-1.2	-0.23	-0.75	0.14	-21	1	i
Cc1ccc(CCN2CC(C(=O)N3CCN(c4ccc(F)cc4)CC3)CC2=O)cc1 (stereo unspecified)	-12%	7%	i	1	3.6	2.4	1.8	i	7	.	.	0.22	-0.18	-0.26	-0.063	-13	-5	i
CCCOC(=O)c1ccc(NC(=O)C(=O)NCCN(CC)CC)cc1	-9%	5%	i	60	2.4	1.7	5.2	i	-4	0.0	1575	-0.6	-0.4	-0.18	0.96	-1	9	i
CCOC(=O)N/N=C/c1ccccc1F	1%	-2%	i	44	3.4	2.2	5.8	i	14	1.6	1272	-0.6	0.26	0.051	1	6	-6	.
COc1ccc(CC(=O)N/N=C(/C)c2ccco2)cc1	5%	2%	i	17	2.3	1.9	3.8	i	6	-0.9	1017	-0.15	-0.23	-0.02	0.95	-21	-10	i
CSc1cccc(NC(C)=O)c1	-2%	4%	i	46	3.4	2.0	0.8	i	2	0.7	506	-0.51	0.97	-0.23	0.016	1	-21	i
COc1ccc(/C=C/c2c([N+](=O)[O-])c(=O)n(C)c(=O)n2C)c(OC)c1OC	-4%	-2%	i	40	10	1.7	6.6	i	11	1.9	948	-0.62	-0.25	0.26	-0.43	-9	-5	i
O=C(CNS(=O)(=O)c1cccs1)NCc1ccc(F)cc1	-4%	1%	i	38	10	1.3	5.6	i	-1	-0.3	1130	-0.32	-0.39	-0.46	0.65	2	17	i
O=S1(=O)N=C(N/N=C/c2ccccn2)c2ccccc21	47%	-13%	i	16	4.0	2.5	4.5	i	27	-1.1	1106	0.14	-0.26	0.16	0.044	8	15	i
CN(CC(=O)Nc1ccccc1Oc1ccccc1)Cc1ccccc1F	10%	-1%	i	27	4.2	2.2	4.4	i	26	0.0	1150	-0.07	0.066	-0.17	0.71	47	15	i
CC(C)CC(=O)NC(=S)Nc1cccc2nsnc12	2%	2%	.	.	3.3	3.6	4.8	i	-3	-2.6	1067	-0.87	-0.32	-0.082	0.47	29	18	i
O=C(C[n+]1ccc(Cc2ccccc2)cc1)Nc1ccccc1	0%	8%	i	32	2.3	2.3	9.6	i	2	1.0	1040	-0.45	-0.29	-0.5	-0.62	-14	10	i
O=C(O)c1ccc(COc2ccc3c4c(c(=O)oc3c2)CCC4)o1	-3%	2%	i	26	5.0	2.6	23	i	9	-1.6	1407	2.6	-0.3	1.4	-1.3	4	-15	i
COc1cccc(C(=O)OC(C)CN2CCCC2)c1 (stereo unspecified)	6%	1%	i	41	1.7	1.0	6.7	i	2	-0.4	1127	-0.28	-0.21	-0.024	0.2	4	-11	.
O=C(O)CCCCCNC(=O)CCn1nnc2ccccc2c1=O	11%	-4%	i	21	3.4	2.0	13	i	-3	-2.2	1137	-0.24	0.45	-0.41	0.65	-14	13	i
COc1ccc(NS(=O)(=O)c2cccc(C(=O)N/N=C/c3cn(-c4ccccc4)nc3-c3ccc(OC)cc3)c2)cc1	4%	5%	i	24	.	.	.	.	.	1.4	1335	-0.53	-0.15	0.34	-0.52	.	.	i
Cc1nc(NC(=O)CCc2ccccc2)ccc1Br	1%	8%	i	43	1.1	2.4	11	i	4	7.2	1024	0.031	0.31	0.16	0.32	9	-11	i
O=C(COc1cccnc1[N+](=O)[O-])c1c[nH]c2ccccc12	-4%	7%	i	20	.	.	.	.	.	-3.3	1160	-0.085	-0.24	-0.14	-0.37	.	.	i
CC(=O)CSc1nc(C(F)(F)F)cc(=O)n1-c1ccccc1	10%	2%	i	43	2.1	1.9	2.8	i	-6	-3.8	1061	.	.	.	.	12	-21	i
COc1ccc(N2CC(O)=C(c3nc(-c4ccc(Br)cc4)cs3)C2=N)cc1	-2%	-3%	i	24	3.5	3.3	7.1	i	16	-1.4	1129	0.37	-0.29	0.47	-0.0093	-1	7	i
COc1cc(C(c2c(C)[nH][nH]c2=O)c2c(C)[nH][nH]c2=O)ccc1OCc1ccc([N+](=O)[O-])cc1	23%	-7%	i	49	1.5	1.1	6.1	i	1	2.2	1101	-0.056	-0.21	-0.12	0.56	-7	4	i
COc1ccc(/C=N/NC(=O)c2cc(C)oc2C)cc1OC	4%	6%	i	31	.	.	.	.	.	-4.0	1208	-0.61	-0.27	-0.29	0.77	.	.	i
CCOc1ccc(NS(=O)(=O)c2ccc3[nH]cc(C(=O)NC(C)CC)c(=O)c3c2)cc1 (stereo unspecified)	-6%	3%	i	43	2.0	1.6	7.9	i	2	.	.	-0.91	-0.43	-0.36	0.39	-3	3	.
